Assay outcomes deposited in PubChem BioAssay by several laboratories.
SIAE inh = inhibitors of human sialic acid acetylesterase SIAE. Q9HAT2. SIAE FP-Rh probe binding, fluorescence polarization. inhibition, % at 9.66 µM. 370,000 compounds, 0.69% hits;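 active = inhibition above a cutoff: mean of compounds within the control limits plus 3 SD of those, cut at about 17% in these data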;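 note: 0% = plate median of compound wells and 100% = probe without SIAE protein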
UHRF1 binding = blocks human UHRF1 binding to methylated DNA; 370,000 compounds, 0.75% hits; inhibition, % at 4.4 µM; Q96T88; UHRF1 binding to methylated oligo, TR-FRET; in the data active = inhibition above about 21%;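 note: UHRF1 SRA domain binding a hemimethylated CpG hairpin DNA probe; 0% = median of test compound wells and 100% = reference inhibitor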
MBD2 DNA inh = blocks human MBD2 binding to methylated DNA. Q9UBB5. TR-FRET, MBD2 binding to methylated oligonucleotide. inhibition, % at 4.4 µM. 370,000 compounds, 0.31% hits. AID 686964; in the data active = inhibition above about 13%
HTRA1 inh = HTRA1 (human) protease inhibition. recombinant HTRA1, FP-rhodamine activity-based probe, fluorescence polarization. inhibition, % at 5.96 µM. 340,000 compounds, 0.5% hits; in the data active = inhibition above about 36%;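 note: 0% = enzyme with DMSO and 100% = wells lacking enzyme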
PRMT1 inh = blocks human protein arginine methyltransferase 1; inhibition, % at 2.79 µM; 370,000 compounds, 1.3% hits; recombinant PRMT1, activity-based probe fluorescence polarization; AID 652257;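 active = inhibition above about 21% made by adding two undisclosed values, limit read from the data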
TCR CD3 inh = blocks the human TCR-CD3 interaction; AID 651800; 360,000 compounds, 0.37% hits; inhibition, % at 9.4 µM; TAMRA-labeled TCR probe fluorescence, biochemical; in the data active = inhibition above about 19%;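 note: recombinant mutant TCR 2C K166C tagged with TAMRA read by polarization; 0% = receptor in buffer alone and 100% = receptor with positive control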
NPR2 activator = GC-B (human) receptor activation | P20594 | HEK293-GC-B cells, CNP EC30, cGMP TR-FRET; 0% at EC30 CNP, 100% saturating CNP | activation, % at 10 µM | 370,000 compounds, 0.11% hits;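 active = activation at 10 µM reaching about 35% in either raw or pattern-adjusted values, limit read from the data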
Target sequence (P20594 whole entry, looked up): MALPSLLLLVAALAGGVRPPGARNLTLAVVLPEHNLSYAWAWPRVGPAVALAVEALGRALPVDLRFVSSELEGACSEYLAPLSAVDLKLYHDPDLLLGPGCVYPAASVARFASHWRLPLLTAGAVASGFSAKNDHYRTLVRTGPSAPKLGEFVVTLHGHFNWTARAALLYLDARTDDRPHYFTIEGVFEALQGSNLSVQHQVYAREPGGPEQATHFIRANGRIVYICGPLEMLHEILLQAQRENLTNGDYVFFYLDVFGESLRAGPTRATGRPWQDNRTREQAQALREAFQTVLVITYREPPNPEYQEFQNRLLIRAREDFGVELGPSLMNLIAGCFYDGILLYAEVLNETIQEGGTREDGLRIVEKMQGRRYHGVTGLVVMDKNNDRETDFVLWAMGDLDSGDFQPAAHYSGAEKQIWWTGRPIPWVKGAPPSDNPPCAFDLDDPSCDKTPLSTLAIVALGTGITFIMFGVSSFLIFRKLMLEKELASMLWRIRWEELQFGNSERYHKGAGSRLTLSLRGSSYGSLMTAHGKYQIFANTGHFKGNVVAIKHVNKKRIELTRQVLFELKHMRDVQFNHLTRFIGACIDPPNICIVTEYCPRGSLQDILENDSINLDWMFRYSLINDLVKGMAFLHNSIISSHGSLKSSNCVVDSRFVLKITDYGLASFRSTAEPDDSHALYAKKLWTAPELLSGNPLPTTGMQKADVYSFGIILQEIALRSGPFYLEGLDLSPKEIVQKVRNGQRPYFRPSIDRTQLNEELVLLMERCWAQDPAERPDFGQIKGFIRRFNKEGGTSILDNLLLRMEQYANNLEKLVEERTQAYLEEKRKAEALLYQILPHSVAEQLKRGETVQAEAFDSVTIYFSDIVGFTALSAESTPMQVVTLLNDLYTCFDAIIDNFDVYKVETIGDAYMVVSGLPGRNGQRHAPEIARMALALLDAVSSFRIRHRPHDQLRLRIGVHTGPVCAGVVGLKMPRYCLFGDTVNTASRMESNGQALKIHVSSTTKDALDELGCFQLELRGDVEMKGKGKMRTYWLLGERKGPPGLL
ABHD4 inh = inhibits mouse alpha/beta hydrolase domain 4. Q8VD66. purified mABHD4, FP-Rh probe fluorescence polarization. inhibition, % at 8.92 µM. 370,000 compounds, 0.54% hits;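 active = inhibition exceeding the mean over every tested compound plus 3 SD, cut at about 30% in these data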;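 note: 0% = plate median of compound wells and 100% = S159A mutant with DMSO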
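Test system: mABHD4 protein | Buffer or medium: HEPES pH 7.0 buffer, 150 mM NaCl, 0.01% Pluronic F-127 | Probe or stimulus: FP-Rh fluorescent activity-based probe, added after compound pre-incubation | Timing: Pre-incubation 45 min, probe exposure 60 min, at 25 °C | Technique: Fluorescence polarization, excitation 525 nm, emission 598 nm, BODIPY TMR filters | Repeats: Single well per compound (singlicate)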
GC-A act = GC-A (human) enzyme activation; P16066; HEK293 GC-A cells, cGMP TR-FRET, EC30 ANP; 0% at EC30 ANP, 100% saturating ANP; activation, % at 10 µM; 370,000 compounds, 0.14% hits; AID 1671463; in the data active = activation above about 40%
rCAG RNA binder = binds r(CAG) RNA repeats; inhibition, % at 3 µM; 370,000 compounds, 1.3% hits; r(CAG) RNA repeat, TO-PRO-1 dye displacement fluorescence;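 active = inhibition above the plate cutoff, the mean of all test compounds on that plate plus 3 SD, cut at about 35% in these data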;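 note: 0% = DMSO alone and 100% = 100 µM mitoxantrone as full dye displacement; higher means more dye released from RNA so lower well fluorescence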
Starred values were filed as active, the others as inactive; . = no result given. The list is partial. The share of hits here may be higher or lower than overall.

The line under a structure holds: SIAE inh, UHRF1 binding, MBD2 DNA inh, HTRA1 inh, PRMT1 inh, TCR CD3 inh, NPR2 activator, ABHD4 inh, GC-A act, rCAG RNA binder
> COc1ccc(/C=N/NC(=O)COc2cccc3cccnc23)cc1OC
 : -8, -1, 3, 0, 1, -2, 2, -3, 2, -6
> N=c1n(CCN2CCCCC2)c2ccccc2n1CC(O)c1cccc(Br)c1 (stereo unspecified)
 : 33*, 3, 5, -2, 2, 0, -24, 4, -30, 13
> COc1cccc(C(=O)OCC(=O)Nc2cc(C)c(C)cc2[N+](=O)[O-])c1
 : 3, 0, 3, 1, -2, 3, -3, 4, -2, 3
> NC(=O)c1ccc(NC(=O)Cc2csc(-c3ccccc3)n2)cc1
 : 10, 2, -4, -17, -9, -5, -9, 0, -3, 3
> COc1ccc(CN(C(=O)c2ccc(C)cc2)c2cccc(N)c2)cc1
 : -4, -5, 1, -3, 1, 0, -2, -1, 1, -4
> Cc1cc(C(=O)NCc2ccc3c(c2)OCO3)n(-c2ccccc2)n1
 : 7, 2, -5, -2, -1, -5, 5, -4, 6, 2
> COCCNC(=O)CN1C(=O)CSc2cc(S(=O)(=O)N3CCCCCC3)ccc21
 : -2, 1, 1, 3, 1, -4, 8, 4, -4, 1
> COc1ccc(CNC(=O)C23CN(Cc4ccccc4)CC2C(c2ccc([N+](=O)[O-])cc2)=NO3)cc1 (stereo unspecified)
 : -1, 0, -6, -18, 1, 8, -3, 0, 1, 2
> CNc1nc(-c2ccc(Cl)cc2)cs1
 : 1, -1, 0, 0, 5, 1, -1, -3, 4, 9
> CC(=O)OC1CCC2(C)C3=CCC4(C)C(C(C)=O)=CCC4C3CCC2C1 (stereo unspecified)
 : -5, -1, -3, 7, 2, -1, 7, 4, 8, 0
> O=C1COc2ccc(C(=O)CSc3nc4ccccc4c(=O)n3-c3ccc(Cl)c(Cl)c3)cc2N1
 : -3, 3, 2, -11, 0, -3, -2, -4, -6, 7
> Cn1nccc1CNC(=O)c1ccnn1C
 : -3, 2, -1, 4, -3, 11, 2, 1, 0, 1
> CO/N=C(/CNC(=O)c1cccc(Cl)c1)c1ccc(Cl)cc1
 : -1, 2, -4, -17, 2, -2, -33, -2, -38, 4
> CCOc1ccc(-n2c(SCC(=O)Nc3cc(C)on3)nc3c([nH]c4ccccc43)c2=O)cc1
 : 1, 3, 2, -10, 0, -7, 4, 9, 71*, 10
> COc1ccccc1Cn1[nH]nnc1=S
 : 1, 3, -1, 2, 19, -7, 1, 5, 6, -1
> COc1cccc(Nc2nc(C)nc3c2oc2ccccc23)c1
 : -11, -3, -2, -50, 1, -3, 9, -6, 9, -3
> COc1cc(NS(=O)(=O)c2ccc(NC(=O)C34CC5CC(CC(C5)C3)C4)cc2)ncn1
 : -4, -1, 2, -3, -2, -1, 1, -4, -1, 7
> NS(=O)(=O)c1ccc(NS(=O)(=O)c2ccc3c(c2)OCCO3)cc1
 : -2, -4, -3, 8, -2, 6, -1, -10, 0, 0
> Cc1cc(C(=O)N2CCCC2(C)C(=O)O)c(C)o1 (stereo unspecified)
 : 0, 2, 1, ., 6, 3, 6, -3, 2, 2
> O=C(COC(=O)COc1ccc(Cl)cc1)NC1CC1
 : 1, 0, 1, -2, 1, 1, -3, 4, 2, 1
> CCCCC(=O)N1CCCC(c2nc(-c3cccc(OC)c3)no2)C1 (stereo unspecified)
 : -5, -2, -1, -2, -4, 7, -4, 0, 2, -9
> Cc1ccc(S(=O)(=O)N2CCCCC2)cc1NC(=O)c1nn(C)c(=O)c2ccccc12
 : 1, 0, -4, -13, -1, -9, -2, 6, -6, 4
> Cc1onc(C(=O)Nc2sc3c(c2C#N)CCCC3)c1[N+](=O)[O-]
 : 7, 2, 4, 1, 5, 1, 1, 2, 4, 8
> O=C1NC(=O)C2(CCCCCC2)N1
 : 0, 18, -4, 10, -5, 3, 1, -2, 3, 3
> COc1cccc(/C=N/NC(=O)c2[nH]nc3c2CCc2ccccc2-3)c1
 : -11, -1, -3, ., -3, 6, 14, -5, 15, 6
> N#C/C(=C\c1cc2c(cc1Br)OCO2)C(=O)NCC1CCCO1 (stereo unspecified)
 : 6, 0, -1, -6, -2, 8, -7, 1, 2, -1
> Cc1cc(CNC(=O)C2(C(F)(F)F)CC(CCCO)CCCO2)nn1C (stereo unspecified)
 : 3, 0, -1, 2, 9, -3, 1, -2, 2, 0
> Cc1[nH]nc2c1C(=O)CCC2
 : 12, -3, -2, 7, -2, -2, -2, 6, 2, 4
> Cc1ccc(C(=O)Oc2ccc(/C=C3\C(=N)N4N=C(N5CCOCC5)SC4=NC3=O)cc2)cc1
 : 8, -2, -5, -5, -2, 5, -4, 6, 5, 28
> NNC(=S)NCc1ccccc1
 : -4, 3, -2, 3, -1, -8, 4, 2, 1, 2

An excerpt from above, showing only NPR2 activator, rCAG RNA binder and UHRF1 binding.
SMILES | NPR2 activator | rCAG RNA binder | UHRF1 binding
Cc1cc(CNC(=O)C2(C(F)(F)F)CC(CCCO)CCCO2)nn1C (stereo unspecified) | 1 | 0 | 0
COCCNC(=O)CN1C(=O)CSc2cc(S(=O)(=O)N3CCCCCC3)ccc21 | 8 | 1 | 1

New compounds follow
Short keys: A = SIAE inh; B = UHRF1 binding; C = MBD2 DNA inh; D = HTRA1 inh; E = PRMT1 inh; F = TCR CD3 inh; G = NPR2 activator; H = ABHD4 inh; I = GC-A act; J = rCAG RNA binder
> C1CCN(c2nc(N3CCCCC3)nc(N3CCNCC3)n2)CC1
  A = -1 | B = 2 | C = 0 | D = -4 | E = -2 | F = 9 | G = -2 | H = -1 | I = 1 | J = 3
> CC(C)n1nc(C(=O)OCC(=O)NCCc2ccc(S(N)(=O)=O)cc2)c2ccccc2c1=O
  A = 13 | B = 14 | C = 7 | D = 7 | E = 1 | F = -9 | G = 11 | H = -3 | I = -3 | J = 3
> CC(C)c1ccc(NS(=O)(=O)c2ccc3c(c2)NC(=O)CO3)cc1
  A = 0 | B = 3 | C = 7 | D = -18 | E = -1 | F = 2 | G = -2 | H = 12 | I = 6 | J = 6
> CC(C)OP(=O)(OC(C)C)C(O)c1cccc([N+](=O)[O-])c1 (stereo unspecified)
  A = 1 | B = 0 | C = -2 | D = 6 | E = -2 | F = 0 | G = 1 | H = -1 | I = 3 | J = 0
> CCOC(=O)C1(C)CCCN(C(=O)c2snnc2C)C1 (stereo unspecified)
  A = 0 | B = -1 | C = 3 | D = . | E = -4 | F = 2 | G = 4 | H = 0 | I = -4 | J = 1
> CC(=O)Nc1nc2ccc(C(=O)NC3CCCCC3)cc2s1
  A = -1 | B = 0 | C = 0 | D = -9 | E = 4 | F = -3 | G = -1 | H = 4 | I = -2 | J = -1
> COc1ccc(-c2csc(NC(C)c3nc4cc(Cl)c(Cl)cc4n3CCOCCO)n2)cc1 (stereo unspecified)
  A = -1 | B = 2 | C = 3 | D = -19 | E = 9 | F = -7 | G = -6 | H = -7 | I = -3 | J = 11
> Cc1ccc(CSc2nc3ccccc3c(=O)n2Cc2ccco2)cc1
  A = -11 | B = 0 | C = 2 | D = -33 | E = 2 | F = 3 | G = 6 | H = -8 | I = -6 | J = 3
> CN(C)C(=O)c1ccc(NC(=O)COC(=O)C2(c3ccccc3)CCCC2)cc1
  A = 0 | B = 0 | C = -3 | D = 1 | E = -1 | F = 8 | G = 3 | H = -9 | I = 1 | J = 1
> CCOC(=O)c1sc(=S)n(C)c1NC(=O)c1ccccc1
  A = 1 | B = 1 | C = -7 | D = 8 | E = 8 | F = 0 | G = 7 | H = -1 | I = 1 | J = 4
> COc1ccc(S(=O)(=O)Nc2cc3c4c(c2)CCC(=O)N4CCC3)cc1
  A = -4 | B = 0 | C = 1 | D = 0 | E = 5 | F = -6 | G = -2 | H = 2 | I = 0 | J = -8
> CCOC(=O)C1CCCN(C(=O)/C=C/c2ccccc2)CC1 (stereo unspecified)
  A = 7 | B = 1 | C = 4 | D = . | E = 4 | F = 2 | G = -2 | H = 7 | I = -2 | J = -2
> Cc1cnc(NC(=O)c2cccc(S(=O)(=O)N3CCOCC3)c2)s1
  A = -2 | B = 0 | C = 3 | D = -4 | E = -1 | F = 6 | G = 1 | H = -3 | I = 2 | J = 2
> CC(C)c1ccccc1NC(=O)CNCCOc1ccccc1F
  A = 8 | B = 0 | C = -4 | D = 7 | E = -3 | F = 5 | G = -2 | H = 9 | I = -4 | J = -6
> CCN(CC)C(=O)Cn1cc(C(=O)C2CC2)c2ccccc21
  A = 3 | B = 1 | C = 0 | D = 2 | E = 1 | F = 3 | G = 0 | H = 3 | I = 1 | J = 0
> CCc1nc(C)ccc1OC(=O)C12CC3CC(CC(C3)C1)C2
  A = 3 | B = 2 | C = 0 | D = -2 | E = 0 | F = -5 | G = 0 | H = 2 | I = -3 | J = -4
> c1ccc2c(c1)Nc1cc3ccccc3cc1S2
  A = 1 | B = -2 | C = -1 | D = 6 | E = -2 | F = -1 | G = 2 | H = 10 | I = -1 | J = 7
> CN(C(=O)COc1ncnc2ccccc12)C1CCCCC1
  A = -2 | B = -1 | C = 4 | D = 0 | E = -6 | F = 6 | G = 3 | H = -2 | I = 1 | J = -1

Of the compounds above, 9 contain a halogen:
Short keys: A = SIAE inh; B = UHRF1 binding; C = MBD2 DNA inh; D = HTRA1 inh; E = PRMT1 inh; F = TCR CD3 inh; G = NPR2 activator; H = ABHD4 inh; I = GC-A act; J = rCAG RNA binder
> N=c1n(CCN2CCCCC2)c2ccccc2n1CC(O)c1cccc(Br)c1 (stereo unspecified)
  A = 33* | B = 3 | C = 5 | D = -2 | E = 2 | F = 0 | G = -24 | H = 4 | I = -30 | J = 13
> CNc1nc(-c2ccc(Cl)cc2)cs1
  A = 1 | B = -1 | C = 0 | D = 0 | E = 5 | F = 1 | G = -1 | H = -3 | I = 4 | J = 9
> O=C1COc2ccc(C(=O)CSc3nc4ccccc4c(=O)n3-c3ccc(Cl)c(Cl)c3)cc2N1
  A = -3 | B = 3 | C = 2 | D = -11 | E = 0 | F = -3 | G = -2 | H = -4 | I = -6 | J = 7
> CO/N=C(/CNC(=O)c1cccc(Cl)c1)c1ccc(Cl)cc1
  A = -1 | B = 2 | C = -4 | D = -17 | E = 2 | F = -2 | G = -33 | H = -2 | I = -38 | J = 4
> O=C(COC(=O)COc1ccc(Cl)cc1)NC1CC1
  A = 1 | B = 0 | C = 1 | D = -2 | E = 1 | F = 1 | G = -3 | H = 4 | I = 2 | J = 1
> N#C/C(=C\c1cc2c(cc1Br)OCO2)C(=O)NCC1CCCO1 (stereo unspecified)
  A = 6 | B = 0 | C = -1 | D = -6 | E = -2 | F = 8 | G = -7 | H = 1 | I = 2 | J = -1
> Cc1cc(CNC(=O)C2(C(F)(F)F)CC(CCCO)CCCO2)nn1C (stereo unspecified)
  A = 3 | B = 0 | C = -1 | D = 2 | E = 9 | F = -3 | G = 1 | H = -2 | I = 2 | J = 0
> COc1ccc(-c2csc(NC(C)c3nc4cc(Cl)c(Cl)cc4n3CCOCCO)n2)cc1 (stereo unspecified)
  A = -1 | B = 2 | C = 3 | D = -19 | E = 9 | F = -7 | G = -6 | H = -7 | I = -3 | J = 11
> CC(C)c1ccccc1NC(=O)CNCCOc1ccccc1F
  A = 8 | B = 0 | C = -4 | D = 7 | E = -3 | F = 5 | G = -2 | H = 9 | I = -4 | J = -6
